Assay outcomes (PubChem)
M5 PAM: positive allosteric modulators of human muscarinic M5 receptor | CHO-K1 hM5, Fluo-8 calcium, ACh EC20 PAM; 0% = ACh EC20, 100% = ACh EC100 | AID 624038 | actives 0.3% (n = 360,000) | activation, % at 3 µM;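 active = activation above the run cutoff, the mean activation of all test compounds plus 3 SD, cut at about 18% in these data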
Target sequence (P08912 whole entry, looked up): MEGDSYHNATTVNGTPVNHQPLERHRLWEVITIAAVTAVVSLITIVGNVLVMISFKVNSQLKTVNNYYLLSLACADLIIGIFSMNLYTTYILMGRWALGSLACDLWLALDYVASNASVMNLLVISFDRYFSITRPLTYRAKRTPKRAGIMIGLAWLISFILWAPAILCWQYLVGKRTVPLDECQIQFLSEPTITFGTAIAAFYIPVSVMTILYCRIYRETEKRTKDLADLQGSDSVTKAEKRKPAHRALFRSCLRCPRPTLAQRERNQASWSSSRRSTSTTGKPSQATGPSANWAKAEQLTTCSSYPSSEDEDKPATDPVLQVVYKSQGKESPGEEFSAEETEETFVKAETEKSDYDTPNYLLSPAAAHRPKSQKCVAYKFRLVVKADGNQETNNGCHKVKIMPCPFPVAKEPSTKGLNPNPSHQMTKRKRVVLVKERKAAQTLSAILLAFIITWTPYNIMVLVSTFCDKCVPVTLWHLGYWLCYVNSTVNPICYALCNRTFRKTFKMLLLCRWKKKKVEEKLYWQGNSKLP
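Assay system: CHO-K1 hM5 cells. Also added: acetylcholine at EC20 concentration, added after compound. Dosing: 3 µM, single dose. Times: compound preincubation 140 s before EC20 acetylcholine addition. Signal: Fluo-8 calcium fluorescence. Measure: % activation relative to EC20 and EC100 ACh responses. Repeats: singlicate, one well per test compound.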
M4 antag: blocks acetylcholine activation of human M4 receptor; AID 624125; actives 0.73% (n = 360,000); inhibition, % at 3 µM; CHO-hM4 cells, ACh EC80, Fluo-8 calcium fluorescence; P08173;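 active = inhibition above its plate's cutoff, the mean inhibition of sample wells plus 3 SD, cut at about 27% in these data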;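 note: 0% = acetylcholine EC80 with DMSO and 100% = DMSO without agonist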
M5 ag: agonists of human muscarinic M5 receptor (CHRM5). P08912. CHO-K1 hM5 cells, Fluo-8 calcium fluorescence; 0% DMSO wells, 100% maximal acetylcholine response. activation, % at 3 µM. actives 0.19% (n = 360,000);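 active = activation above the run's mean over test compounds plus 3 SD, cut at about 23% in these data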;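 note: signal is peak over basal fluorescence ratio across the kinetic read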
CHRM4 PAM: positive allosteric modulators of human muscarinic M4 receptor. CHO-K1 hM4/Gqi5, Fluo-8 calcium fluorescence, ACh EC20; 0% = ACh EC20, 100% = maximal ACh. activation, % at 3 µM. actives 0.4% (n = 360,000). AID 624126;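 active = activation above its plate's cutoff, the mean activation of sample wells plus 3 SD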; note: some results filed as inactive read as strong as hits
CHRM5 antagonist: blocks acetylcholine activation of human M5 receptor. P08912. CHO-hM5 cells, Fluo-8 calcium fluorescence, ACh EC80. inhibition, % at 3 µM. actives 0.59% (n = 360,000);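 active = inhibition above a per-plate cutoff, the mean of that plate's test compounds plus 3 SD, cut at about 27% in these data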;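 note: 0% = acetylcholine EC80 with DMSO and 100% = DMSO without agonist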
CHRM1 PAM: positive allosteric modulators of human M1 muscarinic receptor; CHO-K1 hM1, Fluo-8 calcium fluorescence, ACh EC20; 0% = ACh EC20, 100% = maximal ACh; AID 588819; P11229; actives 0.088% (n = 360,000); activation, % at 3 µM; in the data active = activation above about 19%, passing the limit was not always enough
Target sequence (P11229 whole entry, looked up): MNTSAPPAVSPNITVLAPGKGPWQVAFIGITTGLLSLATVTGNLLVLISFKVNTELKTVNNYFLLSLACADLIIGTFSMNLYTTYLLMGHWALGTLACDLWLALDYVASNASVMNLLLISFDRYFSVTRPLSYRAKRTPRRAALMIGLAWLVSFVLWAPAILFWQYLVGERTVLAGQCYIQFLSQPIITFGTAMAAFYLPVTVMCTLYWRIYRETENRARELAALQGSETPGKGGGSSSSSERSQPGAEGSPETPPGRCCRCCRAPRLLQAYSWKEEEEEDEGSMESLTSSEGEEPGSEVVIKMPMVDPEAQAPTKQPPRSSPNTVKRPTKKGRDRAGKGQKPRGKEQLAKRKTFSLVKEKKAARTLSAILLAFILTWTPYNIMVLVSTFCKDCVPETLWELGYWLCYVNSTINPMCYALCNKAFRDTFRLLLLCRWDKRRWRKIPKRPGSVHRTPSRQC
CRFBP-R2 block: CRF-BP/CRF-R2 complex antagonism; HEK293 CRF-R2/CRF-BP, CRF-induced calcium fluorescence; inhibition, % at 11.8 µM; actives 0.59% (n = 350,000);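 active = inhibition of the ligand-induced calcium signal above about 50% at the single tested concentration, limit read from the data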
CHRM4 agonist: agonists of human muscarinic M4 receptor (CHRM4) | activation, % at 3 µM | actives 0.14% (n = 360,000) | AID 624127 | CHO-K1 hM4/Gqi5, Fluo-8 calcium fluorescence; vehicle 0%, full acetylcholine response 100%;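 active = activation above the run mean over all test wells plus 3 SD, cut at about 32% in these data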;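 note: peak over basal fluorescence ratio per well then scaled between controls; 0% = DMSO wells and 100% = acetylcholine at EC100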
CRFBP-R2 agonist: agonists of human CRF-binding protein/CRF-R2 receptor complex; activation, % at 13.2 µM; AID 588473; actives 0.46% (n = 350,000); HEK293 CRF-R2/CRF-BP, calcium dye fluorescence (FLIPR); percent of saturating CRF peptide response;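 active = activation of at least 50%, plus an integration ratio under a set limit after plate pattern correction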;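 note: plate controls were neutral control wells without compound for no effect and CRF at EC100 for full effect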
The depositor's hits bear a star; / = not tested or not shown. An unsorted share of the library; any-hit rate near 2.6%.

SMILES	M5 PAM	M4 antag	M5 ag	CHRM4 PAM	CHRM5 antagonist	CHRM1 PAM	CRFBP-R2 block	CHRM4 agonist	CRFBP-R2 agonist
c1ccc(C2=Nn3c(nnc3-c3cccs3)SC2)cc1	-9	3	-3	-13	12	3	1	3	-0.5
O=C(CN1C(=O)CSCC1=O)Nc1ccc2c(c1)OCO2	-5	-5	0	-1	3	6	-8	1	0.5
O=C(CN1CCOCC1)N/N=C/c1c(O)ccc2ccccc12	3	-7	0	3	6	21	-3	2	1.6
CCN(CC)C(=O)N1CCC(NC(=O)Cc2ccccc2)CC1	-5	-4	2	0	5	1	16	0	0.2
OCCCNc1ncnc2c1ncn2[C@H]1CN(Cc2ccncc2)C[C@@H](CO)O1	-6	0	0	1	14	5	/	1	/
CCOC(=O)c1ccc(-c2ccc(/C=C(\C#N)C(=O)NCc3cccs3)o2)cc1	0	1	-3	-1	-4	4	-32	0	13
Cc1nc(-c2cccc(NC(=O)c3ccco3)c2)cs1	1	-3	-1	0	-1	5	-1	9	1.4
Cc1cc(NC(=O)c2cccc(S(=O)(=O)N3CCOCC3)c2)c2ccccc2n1	-10	2	-3	-2	2	1	21	2	-3.7
O=c1nc2sc3ccccc3n2c(=O)n1-c1ccc(Cl)cc1	-4	3	0	-5	8	-2	8	4	-2.2
Cn1nc(OCCOc2ccccc2)ccc1=O	8	4	-1	9	-4	9	-6	2	2.4
COc1ccc2c(c1)c1c(c(=O)n(-c3ccc(C)cc3)c(=O)n1CC(=O)NCC1CCCO1)n2C (stereo not given)	7	-14	0	8	-6	6	4	2	-0.8
CCSc1nnc(NC(=O)C2(C)Cc3ccccc3C(=O)O2)s1 (stereo not given)	5	11	3	8	-1	-7	11	0	-1.2
NC(=O)CSc1nc(-c2ccccc2Cl)ns1	5	-6	-4	4	-6	7	8	1	-1.2
C/C(=N\OC(=O)c1c(-c2ccccc2Cl)noc1C)c1nccs1	-12	0	-16	-7	-4	-18	12	2	-2.0
CC(=O)Nc1ccc(S(=O)(=O)N2CCN(Cc3cccs3)CC2)cc1	-11	0	1	-7	-6	10	15	4	-1.5
COc1ccc(CCNC(=O)CSCc2c(F)cccc2Cl)cc1OC	2	-5	-2	8	6	8	31	3	-3.3
CCOc1ccc(CNC(=O)CN2C(=O)CSc3ccc(S(=O)(=O)N4CCOCC4)cc32)cc1	-1	-1	-1	0	2	1	-4	3	-2.3
CCC(C)(C)n1nnnc1C(C(C)C)N1CCN(C(=O)c2ccco2)CC1 (stereo not given)	-4	5	-3	-6	20	1	-2	0	0.1
CCOC(=O)C(NC(=O)Nc1ccc(F)cc1)(OCC)C(F)(F)F (stereo not given)	-2	0	-2	6	0	1	-11	1	-1.1
C=C(C)CNC(=S)N/N=C(\C)c1ccc(-n2ccnc2)cc1	-2	3	7	-1	-1	-2	-12	7	-2.0
CCC1CN(C(=O)N2CCC(C(=O)NCc3ccc(C)o3)CC2)c2ccccc2O1 (stereo not given)	-2	5	-1	-5	-2	0	4	5	-0.1
COc1ccccc1NC(=O)CS(=O)(=O)c1cn(CC(=O)N(C(C)C)C(C)C)c2ccccc12	9	-1	-5	-3	-13	8	5	2	-0.4
COc1ccc([C@H]2/C=C\CN(C(=O)c3ccc(C)cc3)[C@@H](C)C(=O)N2Cc2ccc(F)cc2)cc1	-3	-11	1	9	-1	23	1	9	-0.4
C=C1C(C(=O)N2CCOCC2)C1C(=O)N1CCOCC1 (stereo not given)	2	-12	1	5	2	4	22	0	1.8
COc1ccc(C(=O)Nc2ccc(Cl)cc2C(=O)NCCN2CCOCC2)cc1	-6	0	-1	0	4	-26	-9	2	0.9
O=c1c2cc(NC(=S)NC3CC3)ccc2nc2n1CCCCC2	-1	3	-1	5	0	1	-6	0	-2.4
O=C(Nc1ccc(Cc2ccncc2)cc1)c1cc([N+](=O)[O-])ccc1N1CCOCC1	-12	-2	0	-5	8	-1	17	3	-1.7
O=C(NC1CCCC1)C(c1ccncc1)N(C(=O)Cn1nnc(-c2ccccc2F)n1)c1cccc(F)c1 (stereo not given)	3	-13	-2	4	2	7	7	0	3.9
Cc1ccc2c(c1)C1CC(C)(O2)N(c2cccc(C(=O)NC3CCN(Cc4ccccc4)CC3)c2)C(=O)N1 (stereo not given)	2	-15	-7	4	11	12	-14	2	-0.2
CCCCCC(=O)N1C[C@H](n2cc(COC(=O)c3ccccc3)nn2)[C@@H](O)C[C@@H]1c1ccc(C)cc1	3	-8	0	2	0	2	-12	2	1.4
Nn1c(SCC(=O)Nc2ccc3c(c2)OCCO3)nnc(CCC(=O)O)c1=O	-7	-4	-5	-2	14	1	33	1	-1.3
CC1(c2ccc(Cl)cc2)NC(=O)N(CC(=O)NCc2ccc(F)cc2)C1=O (stereo not given)	2	-7	-1	6	6	6	7	1	-0.5
Nc1nonc1C(=O)OCC(=O)N1CCCCC1	-1	-8	-2	1	-10	2	-7	1	-0.1
COc1ccc(NC(=O)C(c2ccc(OC)cc2)N(C)C(=O)CNC(C)=O)cc1 (stereo not given)	4	-2	-4	4	-12	5	-3	2	-0.9
O=C(NCCCN1CCOCC1)C(=O)NCc1ccc(Cl)cc1	0	-2	1	10	12	5	-5	1	0.7
NS(=O)(=O)c1ccc(-c2ccc(C=O)o2)cc1	5	-5	1	10	-2	16	9	2	-1.3
CCNC(=O)NC(=O)COC(=O)c1cccc(S(=O)(=O)N2CC3(C)CC2CC(C)(C)C3)c1 (stereo not given)	-13	-34	-2	4	-7	-1	3	4	5.0
Cc1ccccc1NC(=O)CN1C(=O)C2C3CC(C(Br)C3Br)C2C1=O (stereo not given)	-4	5	-1	-2	9	13	-34	10	14
CC1(C)CN(c2ccc(C(=O)c3ccccc3)cc2)C1=O	-5	2	-3	12	9	4	-21	1	-3.2
CS(=O)(=O)c1ccc2nc(NC(=O)C3CC(=O)N(c4ccc(F)cc4)C3)sc2c1 (stereo not given)	-2	17	-4	-6	0	-5	-1	1	-0.5
CCOC(=O)Cc1nn(Cc2nc(-c3ccc(C#N)cc3)cs2)c(=O)c2ccccc12	-21	-33	-6	-19	8	-10	30	8	3.3
COC(=O)c1cccc(N(C(=O)c2cnccn2)C(C(=O)NC2CCCCC2)c2cn(C)nc2C)c1 (stereo not given)	-3	-23	-4	4	-11	-1	14	5	-1.0
CC(C)NC(=O)N(C)C[C@H]1Oc2ccc(NC(=O)Nc3ccccc3)cc2C(=O)N([C@@H](C)CO)C[C@@H]1C	-3	-13	1	2	16	6	8	0	-1.0
CCCCCn1c(=S)[nH]c2cc(C(=O)N3CCN(C(=O)OCC)CC3)ccc2c1=O	5	-1	-1	1	-2	-3	-24	1	-2.2
O=C(O)c1cc(-c2ccccc2)c(N2CCOCC2)s1	-5	-22	-4	12	-1	3	9	-1	-2.3
O=C(Nc1ccccn1)C1CCN(C(=O)c2ccc(F)cc2)CC1	-2	7	-1	6	9	9	0	0	1.2
COc1ccccc1CNn1c(-c2cccc(C)c2)nc2ccccc2c1=O	-1	4	-3	-4	4	-9	-25	9	0.2
O=C(CNC(=O)N1CC(=O)Nc2ccccc21)Nc1cc(Cl)ccc1Cl	7	-6	-3	2	-3	6	3	0	-0.4
CCOC(=O)c1c[nH]c2c(C)ccc(Cl)c2c1=O	-11	5	4	-14	6	-13	-2	11	-2.1
O=C(c1ccc2c(c1)OCO2)C1CCCN(Cc2cn[nH]c2-c2ccccc2)C1 (stereo not given)	-2	-22	-7	1	-3	-9	-8	3	-1.3
COc1cc(Cl)c(NS(=O)(=O)c2cc3[nH]c(=O)c(=O)[nH]c3cc2C)c(OC)c1	2	-4	-1	12	4	10	-9	1	-1.1
CC(Cc1ccsc1)NC(=O)CCc1nnc(COc2ccccc2)o1 (stereo not given)	-6	1	0	6	8	7	-1	3	1.1
O=C(O)c1nccnc1C(=O)Nc1ccc(S(=O)(=O)N2CCOCC2)cc1	4	-21	-1	7	4	3	-1	2	-3.4
Cc1cccc(NC(=O)CNC(=O)Cc2ccc3c(c2)OCCO3)c1C	-6	1	5	4	-4	2	4	2	1.2
CCOc1ccc(CCNC(=O)c2cccc(S(=O)(=O)N3CCN(C(C)=O)CC3)c2)cc1OCC	-2	-7	3	10	5	6	-5	2	1.5
CCN(C(=O)c1cccc(Br)c1)C1CCS(=O)(=O)C1 (stereo not given)	6	-1	1	4	-14	5	36	0	-4.1
Cc1cc(NC(=O)C(C)SCC(=O)Nc2ccc(SC(F)F)cc2)no1 (stereo not given)	-2	-3	2	-5	-9	4	-23	4	-1.2
C[C@@H]1CCCCO[C@H](CN(C)C(=O)c2ccccc2)[C@@H](C)CN([C@H](C)CO)C(=O)c2cc(NC(=O)NC3CCCCC3)ccc2O1	-1	7	0	3	8	12	10	-1	0.6
COc1ccccc1N=Nc1[nH]c2ccc(C)cc2c1O	0	3	0	13	5	-3	12	1	0.0
O=C(Nc1c(S(=O)(=O)c2ccc(Cl)cc2)csc1Br)c1ccccc1Cl	7	-5	-4	2	-12	6	-14	1	0.1
(listing goes on)
SMILES	M5 PAM	M4 antag	M5 ag	CHRM4 PAM	CHRM5 antagonist	CHRM1 PAM	CRFBP-R2 block	CHRM4 agonist	CRFBP-R2 agonist
COc1ccc(C2(CNC(=O)c3ccco3)CCOCC2)cc1	1	-6	-2	-3	-1	7	-3	1	0.5
Nc1c(C(=O)N/N=C/c2ccc(OCc3ccccc3)cc2)cnn1-c1ccccc1	-9	-4	6	-5	21	-3	-22	13	6.7
CCOC(=O)C1CCCN(C(=O)c2ccc(NS(=O)(=O)c3ccc4[nH]c(=O)[nH]c4c3)cc2)C1 (stereo not given)	2	-6	-1	7	-1	18	-5	0	1.1
O=C(CCC(=O)Nc1ccc(Cl)cc1Cl)NNC(=O)[C@@H]1CCCC[C@@H]1C(=O)O	-2	2	-2	2	-3	11	-3	1	-1.3
CN(CCO)S(=O)(=O)c1ccc2c(c1)C(=NN)c1cc(S(=O)(=O)N(C)CCO)ccc1-2	-2	-9	-5	-7	1	2	-6	2	0.6
O=C(O)C1=C[C@@H](c2ccc(Br)cc2)C[C@@H](OCc2ccc(CO)cc2)O1	11	5	2	-1	1	7	76*	-1	-1.1
COc1ccccc1/C=N/NC(=O)c1ccc(CN2C(=O)c3cccc4cccc2c34)cc1	10	2	-1	12	-9	4	-10	1	2.2
CC1CCN(c2cc(N3CCN(C(=O)c4ccc(F)c(F)c4)CC3)c([N+](=O)[O-])cc2F)CC1	2	-5	-3	0	-6	8	-31	0	-1.8
CNS(=O)(=O)c1ccc(N2CCCC2=O)c([N+](=O)[O-])c1	12	-14	0	24	-15	18	-16	1	12

Arranged by length of the SMILES (highest first): 3 of the compounds above
SMILES	M5 PAM	M4 antag	M5 ag	CHRM4 PAM	CHRM5 antagonist	CHRM1 PAM	CRFBP-R2 block	CHRM4 agonist	CRFBP-R2 agonist
COc1ccccc1/C=N/NC(=O)c1ccc(CN2C(=O)c3cccc4cccc2c34)cc1	10	2	-1	12	-9	4	-10	1	2.2
CCCCCn1c(=S)[nH]c2cc(C(=O)N3CCN(C(=O)OCC)CC3)ccc2c1=O	5	-1	-1	1	-2	-3	-24	1	-2.2
NS(=O)(=O)c1ccc(-c2ccc(C=O)o2)cc1	5	-5	1	10	-2	16	9	2	-1.3
